Rev-erbA mod: modulators of human Rev-erb alpha DNA binding; P20393; Rev-erbα–FITC-DNA binding, fluorescence polarization, 90 min; activity, % at 10 µM; 370,000 compounds, 0.79% hits; AID 1259318;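 active = activity above about 14%, limit read from the data; passing the limit was not always enough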;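 also: 0% = DMSO wells with 35 nM protein and 100% = DMSO wells with 750 nM protein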
rCAG binder: binds r(CAG) RNA repeats; r(CAG) RNA repeat, TO-PRO-1 dye displacement fluorescence; inhibition, % at 3 µM; 370,000 compounds, 1.3% hits;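 active = inhibition above the plate cutoff, the mean of all test compounds on that plate plus 3 SD, cut at about 35% in these data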;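 also: 0% = DMSO alone and 100% = 100 µM mitoxantrone as full dye displacement; higher means more dye released from RNA so lower well fluorescence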
mABHD4 FP: inhibitors of mouse ABHD4; Q8VD66; purified mABHD4, FP-Rh probe fluorescence polarization; inhibition, % at 8.92 µM; 370,000 compounds, 0.54% hits;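 active = inhibition exceeding the mean over every tested compound plus 3 SD, cut at about 30% in these data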;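 also: 0% = plate median of compound wells and 100% = S159A mutant with DMSO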
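Doses – 8.92 µM, single dose · Material – wild-type mouse ABHD4 protein · Replication – single well per compound (singlicate) · Measure – percent inhibition of probe binding, normalized to plate controls · Schedule – 45 min compound pre-incubation plus 60 min probe step, 25 °C · Detection – fluorescence polarization with parallel and perpendicular emission, 525/598 nm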
ARFGAP1 inh: rat ARFGAP1 inhibition. inhibition, % at 16.5 µM. AID 651572. Q62848. Arfgap1-stimulated ARF1 GTP hydrolysis, GDP FP detection. 360,000 compounds, 0.26% hits;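 active = inhibition above a per-plate limit, mean inhibition of low control wells plus 3 SD, cut at about 25% in these data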;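 also: 0% = DMSO wells with enzyme and 100% = wells lacking Arfgap1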
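Material – truncated rat Arfgap1 GAP domain · Buffer or medium – HEPES-based buffer, pH 7.5 · Reagent – human ARF1(Δ1-17)-GTP substrate · Dosing – 16.5 µM single point, 1.26% DMSO · Schedule – GTP hydrolysis reaction 2 h at 25 °C · Technique – GDP detection by fluorescence polarization · Benchmarks – No-Arfgap1 wells (100%) versus DMSO full-reaction wells (0%) · Repeats – single replicate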
SMARCA2 act: activators of SMARCA2 function; MG213 cells, MMTV-luciferase reporter, dexamethasone, overnight; activation, % at 9.1 µM; 370,000 compounds, 1% hits; in the data active = activation above about 7.8%;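 also: 0% = vehicle wells and 100% = reference activator wells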
ASAP1 inh: blocks human ASAP1-stimulated Arf1 GTP hydrolysis. 360,000 compounds, 0.19% hits. inhibition, % at 16.5 µM. Q9ULH1. GDP FP detection; in the data active = inhibition above about 25%;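 also: 0% = vehicle with enzyme and substrate and 100% = no enzyme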
NPR2 activator: GC-B (human) receptor activation; HEK293-GC-B cells, CNP EC30, cGMP TR-FRET; 0% at EC30 CNP, 100% saturating CNP; 370,000 compounds, 0.11% hits; P20594; AID 1920062; activation, % at 10 µM;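 active = activation at 10 µM reaching about 35% in either raw or pattern-adjusted values, limit read from the data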
PG9 binder: PG9 antibody binding by small molecule | 360,000 compounds, 0.43% hits | inhibition, % at 6.7 µM | TR-FRET gp120-PG9 antibody binding; in the data active = inhibition above about 8.5%
NPR1 activator: GC-A (human) enzyme activation; P16066; HEK293 GC-A cells, cGMP TR-FRET, EC30 ANP; 0% at EC30 ANP, 100% saturating ANP; activation, % at 10 µM; 370,000 compounds, 0.14% hits; AID 1671463; in the data active = activation above about 40%
Target sequence (P16066 whole entry, looked up): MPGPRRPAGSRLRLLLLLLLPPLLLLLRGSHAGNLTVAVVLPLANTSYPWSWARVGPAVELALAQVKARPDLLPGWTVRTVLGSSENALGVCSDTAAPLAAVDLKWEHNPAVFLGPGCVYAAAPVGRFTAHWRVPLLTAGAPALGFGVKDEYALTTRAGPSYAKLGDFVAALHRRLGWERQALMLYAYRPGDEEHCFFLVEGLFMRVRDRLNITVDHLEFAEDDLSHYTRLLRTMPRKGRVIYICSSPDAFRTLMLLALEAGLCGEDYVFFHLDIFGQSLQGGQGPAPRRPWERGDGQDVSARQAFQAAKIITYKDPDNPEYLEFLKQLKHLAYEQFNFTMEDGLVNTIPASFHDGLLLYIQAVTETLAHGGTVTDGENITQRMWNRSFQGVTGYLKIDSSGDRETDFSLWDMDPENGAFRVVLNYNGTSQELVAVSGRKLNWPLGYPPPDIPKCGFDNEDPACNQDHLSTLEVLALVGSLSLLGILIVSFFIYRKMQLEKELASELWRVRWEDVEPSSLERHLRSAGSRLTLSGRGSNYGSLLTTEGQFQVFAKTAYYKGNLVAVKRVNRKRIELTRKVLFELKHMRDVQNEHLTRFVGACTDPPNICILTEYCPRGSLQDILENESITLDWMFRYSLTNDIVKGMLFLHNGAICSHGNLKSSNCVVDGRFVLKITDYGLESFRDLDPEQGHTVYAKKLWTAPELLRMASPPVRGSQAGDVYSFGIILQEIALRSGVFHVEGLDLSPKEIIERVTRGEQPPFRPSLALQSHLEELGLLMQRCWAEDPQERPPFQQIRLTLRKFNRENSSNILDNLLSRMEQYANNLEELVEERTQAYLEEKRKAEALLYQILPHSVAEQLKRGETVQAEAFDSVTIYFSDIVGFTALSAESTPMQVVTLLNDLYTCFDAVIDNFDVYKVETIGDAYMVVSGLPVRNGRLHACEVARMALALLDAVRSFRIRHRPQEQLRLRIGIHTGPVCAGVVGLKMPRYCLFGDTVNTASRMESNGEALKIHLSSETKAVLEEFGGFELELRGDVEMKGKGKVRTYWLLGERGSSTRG
HTRA1 inhibitor: blocks human HTRA1 serine peptidase; Q92743; recombinant HTRA1, FP-rhodamine activity-based probe, fluorescence polarization; inhibition, % at 5.96 µM; 340,000 compounds, 0.5% hits; AID 504803; in the data active = inhibition above about 36%;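 also: 0% = enzyme with DMSO and 100% = wells lacking enzyme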
* hit, by the source's call; x = no result given; & = joins results of further samples. Compounds as they come; any-hit rate near 4.4%.

cpd	Structure	Rev-erbA mod	rCAG binder	mABHD4 FP	ARFGAP1 inh	SMARCA2 act
1	Cc1ccc(OCC(=O)N2c3ccccc3CC2C)c([N+](=O)[O-])n1 (centres undefined)	1.6	-2.5	3.0	2.6	-0.2
2	CCOC(=O)C1=C(CC)Nc2ccccc2N=C1NC(=O)c1ccc(S(=O)(=O)N2CCCC2)cc1	3.4	8.9	-2.3	2.9	-0.8
3	O=C(Nc1cc([N+](=O)[O-])ccc1F)c1cccs1	1.6	1.1	-2.2	1.4	-1.4
4	O=C(CSc1nnc(-c2ccc(O)cc2)o1)N1CCOCC1	3.2	-3.7	6.9	15.2	-1.0
5	COc1ccc(C(=O)NNC(=O)c2ccc3ccccc3n2)cc1	4.2	4.7	5.8	6.3	14.7*
6	CC(C)N(C(=O)c1ccc(Cc2cn(C)c3ccccc23)nc1)C(C)C	-7.6	3.3	0.3	4.2	4.1
7	O=C(O)c1cccc2c1-c1ccc([N+](=O)[O-])cc1C2=O	-0.1	1.2	3.6	-5.5	-4.7
8	O=C(NCc1cccnc1)[C@@H]1CC=C[C@@H]2CCN(Cc3ccccc3)C(=O)[C@@H]21	-7.4	-5.5	3.9	-11.5	-0.1
9	COCCN1C(=O)c2ccccc2C(C(=O)NCCCN2CCCC2)C1c1c[nH]c2ccccc12 (centres undefined)	-6.8	0.7	-4.6	1.7	-1.6
10	CC(NC(=O)Cn1cccc1C(=O)c1ccccc1)c1ccc2c(c1)OCCO2 (centres undefined)	2.7	-4.4	-7.5	7.5	4.7
11	CCOc1ccc2[nH]c(=O)c(CN(CC3COCCO3)C(=O)C3CC3)cc2c1 (centres undefined)	6.1	-2.1	-2.3	2.2	-1.6
12	CCOc1ccc(/C=N/n2c(-c3n[nH]c4c3CCC4)n[nH]c2=S)cc1	11.2	7.8	7.6	x	-5.2
13	CCC(C)(C)C1CCC2(CC1)NC(=S)N(c1ccccc1)N2 (centres undefined)	-1.0	-1.1	3.0	6.0	0.5
14	O=C(COC(=O)CC1CC2CCC1C2)Nc1ccc(F)cc1Cl (centres undefined)	1.1	-0.2	2.4	-6.4	2.4
15	COc1ccc2c(c1)[C@]1(C[C@H](O)CO1)C(=O)N2C	-0.8	2.0	0.1	-0.7	5.0

cpd	ASAP1 inh	NPR2 activator	PG9 binder	NPR1 activator	HTRA1 inhibitor
1	1.6	5.2	-0.9	-1.8	11.3
2	6.9	2.5	-0.3	-1.0	-9.4
3	-3.4	3.8	-2.1	4.3	-3.6
4	13.1	-2.5	-0.8	-2.6	1.9
5	-7.4	2.9	0.3	3.1	19.7
6	0.1	8.6	-0.2	2.8	x
7	-12.1	0.1	-1.1	2.8	4.7
8	-3.3	3.6	1.0	-1.1	-3.1
9	-2.1	2.4	0.0	1.4	x
10	-0.9	0.7	-1.9	-2.3	-13.6
11	-7.1	0.3	-0.6	1.2	2.8
12	x	-13.1	x	-0.2	x
13	-0.4	3.1	0.1	4.6	2.5
14	-5.5	-1.3	-1.8	3.0	-3.7
15	-7.0	2.5	-1.5	3.5	x

Marked active in SMARCA2 act, among the entries above:
| entry | SMILES | Rev-erbA mod | ARFGAP1 inh | SMARCA2 act | ASAP1 inh | NPR2 activator | PG9 binder | NPR1 activator | HTRA1 inhibitor |
| --- | --- | --- | --- | --- | --- | --- | --- | --- | --- |
| 5 | COc1ccc(C(=O)NNC(=O)c2ccc3ccccc3n2)cc1 | 4.2 | 6.3 | 14.7* | -7.4 | 2.9 | 0.3 | 3.1 | 19.7 |

(next part)
cpd	Structure	Rev-erbA mod	rCAG binder	mABHD4 FP	ARFGAP1 inh	SMARCA2 act
16	N#Cc1cc2cc3c(cc2nc1N1CCOCC1)OCO3	0.6	-1.9	1.8	-14.7	-1.6
17	COP(=O)(OC)C(=NNS(=O)(=O)c1ccc(C)cc1)c1ccccc1	-2.1	2.2	2.1	4.2	-5.2
18	COc1ccc(OC)c(C2=NOC(C(=O)NCCN3CCOCC3)C2)c1 (centres undefined)	3.6	-0.5	0.7	0.3	-0.7
19	CN(c1ccccc1)S(=O)(=O)c1ccc(Cl)c(C(=O)OCC(=O)c2c(N)n(C)c(=O)n(C)c2=O)c1	-3.2	9.4	-18.8	2.2	-2.3
20	CCC(=O)Nc1cccc(C2=NN(c3ccccc3)C(c3ccc(OC)cc3)C2)c1 (centres undefined)	-3.4	10.8	-4.6	18.1	2.4
21	CN(C(=O)CSc1nnnn1-c1ccc(O)cc1)C1CCS(=O)(=O)C1 (centres undefined)	-0.9	-1.1	-2.5	10.6	-2.5
22	N#CC(=Nc1cccc(F)c1)C1=C(O)c2ccccc2C1=O	2.6	2.4	1.1	2.5	-0.2
23	CCCCN1C[C@H](O)[C@@H](O)[C@H](O)[C@H]1CO	7.8&2.9	-0.3	-4.8	-0.3	-0.5
24	CCOC(=O)c1cc2n(n1)C(C(F)(F)C(F)(F)F)CC(C)N2 (centres undefined)	0.3	-4.0	6.3	4.5	1.6
25	COc1ccc(CNC(=O)CN2CCN(c3ccccc3)CC2)cc1	-1.7	-11.2	5.6	6.3	-3.1
26	COc1cccc(C(=O)Nc2ccc3[nH]c(=O)[nH]c3c2)c1OC	-0.8	6.8	0.5	-14.3	-1.4
27	CN(C)/C=C(/C(=O)c1ccccc1Cl)S(=O)(=O)c1ccccc1	2.0	2.9	8.0	0.2	-0.6
28	O=C(Nc1ccccc1)N1CCCc2ccccc21	0.9	1.5	2.2	-5.4	-2.6
29	COc1ccc(OC)c(C2C(C#N)=C(N)Oc3c2c(C)nn3-c2ccc(C)cc2)c1 (centres undefined)	-4.2	8.3	7.5	5.5	-0.3
30	CCOC(=O)c1cc(-c2sc(NC(=O)c3ccccc3)nc2C)n(-c2ccc(Br)cc2)n1	7.4	15.3	1.2	3.2	-4.1

cpd	ASAP1 inh	NPR2 activator	PG9 binder	NPR1 activator	HTRA1 inhibitor
16	-3.7	1.8	-0.8	4.8	8.7
17	-14.5	4.1	1.0	-6.2	-0.1
18	-0.4	3.5	-2.6	-3.2	8.1
19	-3.9	3.9	-1.5	11.8	-29.7
20	-10.5	0.7	3.3	17.9	1.5
21	-0.5	-2.2	-0.6	-0.5	-4.4
22	1.0	-3.4	-0.4	4.0	x
23	1.5	-3.4	-0.5	-1.4	-2.2
24	-0.3	5.5	0.1	1.0	2.6
25	-5.0	0.5	-1.4	0.5	7.6
26	-2.5	3.5	0.5	-3.9	-1.9
27	-4.4	-0.9	2.7	-0.5	-5.0
28	-4.5	-0.5	0.9	1.7	4.5
29	9.0	-3.7	-3.3	0.6	1.4
30	9.9	1.4	-0.7	-0.7	-54.1

The last five compounds of the section above come first, to join the parts:
cpd	Structure	Rev-erbA mod	rCAG binder	mABHD4 FP	ARFGAP1 inh	SMARCA2 act
26	COc1cccc(C(=O)Nc2ccc3[nH]c(=O)[nH]c3c2)c1OC	-0.8	6.8	0.5	-14.3	-1.4
27	CN(C)/C=C(/C(=O)c1ccccc1Cl)S(=O)(=O)c1ccccc1	2.0	2.9	8.0	0.2	-0.6
28	O=C(Nc1ccccc1)N1CCCc2ccccc21	0.9	1.5	2.2	-5.4	-2.6
29	COc1ccc(OC)c(C2C(C#N)=C(N)Oc3c2c(C)nn3-c2ccc(C)cc2)c1 (centres undefined)	-4.2	8.3	7.5	5.5	-0.3
30	CCOC(=O)c1cc(-c2sc(NC(=O)c3ccccc3)nc2C)n(-c2ccc(Br)cc2)n1	7.4	15.3	1.2	3.2	-4.1
31	Cc1cc(C)cc(NC(=O)COC(=O)C2CC3C=CC2C3)c1 (centres undefined)	-3.9	0.3	-11.5	6.3	-2.1
32	O=c1c2c(-c3ccc([N+](=O)[O-])cc3)ccnc2[nH]n1-c1ccccc1	-2.2	4.2	-2.8	-13.3	-2.9
33	COc1ccc(-c2[nH]ncc2CN(C)Cc2nonc2C)c(OC)c1	1.4	-1.8	1.2	4.9	-1.5
34	COc1ccc(-c2ccc(S(=O)(=O)N3CCOCC3)cc2)cc1	2.3	x	x	x	x
35	c1ccc(CNc2ncnc3c2cnn3-c2ccccc2)cc1	5.5	1.3	-9.9	2.6	4.1
36	COc1ccc(N2CCN(S(=O)(=O)c3ccc(Cl)c(C(F)(F)F)c3)CC2)cc1	-1.4	-2.0	-1.9	-2.6	-0.8
37	COc1ccc(CCNCc2ccc(OCC(=O)N3CCCCC3)c(OC)c2)cc1OC	-2.0	-8.2	-1.7	3.5	-3.9
38	CCn1c(SCC(=O)Nc2ccc(OC)cc2)nc2nc3c(cc2c1=O)CCCC3	-5.4	0.5	-4.6	-8.4	2.8
39	CC1(c2ccccc2)CC(C)(C)N(C(=O)c2cc([N+](=O)[O-])cc([N+](=O)[O-])c2)c2ccccc21 (centres undefined)	-2.0	2.6	-3.4	10.8	-1.2
40	O=C(NCc1cccnc1)O[C@H]1CC[C@@]23CCCN2C(=O)CCC[C@H]3C1	-1.7	x	0.3	x	x
41	COCCN(C(=O)Cc1cccs1)c1nnc(-c2cccnc2)s1	-0.2	1.0	-0.8	8.4	3.6

cpd	ASAP1 inh	NPR2 activator	PG9 binder	NPR1 activator	HTRA1 inhibitor
26	-2.5	3.5	0.5	-3.9	-1.9
27	-4.4	-0.9	2.7	-0.5	-5.0
28	-4.5	-0.5	0.9	1.7	4.5
29	9.0	-3.7	-3.3	0.6	1.4
30	9.9	1.4	-0.7	-0.7	-54.1
31	-12.2	0.0	0.2	2.0	-6.5
32	-2.9	-2.0	-2.0	-4.3	-5.7
33	1.6	-1.9	0.7	-3.0	-6.3
34	x	-3.4	x	1.8	-4.2
35	11.8	-0.4	-0.3	-1.9	-4.7
36	-1.9	1.4	2.2	-7.9	7.0
37	10.1	2.4	1.1	1.8	3.4
38	-6.5	-0.5	2.0	1.9	5.2
39	-0.9	-1.7	-0.9	-2.7	-5.2
40	x	-1.6	x	-0.9	x
41	0.3	0.0	-2.3	2.3	3.8
